From PubChem
NIH3T3 tox: Cytotoxic Profiling in NIH 3T3 Cell Line of Diverse Libraries Using Quantitative High-Throughput Screening | AID 1345082, 2018 | 94,000 compounds, 4.3% hits | NIH 3T3 viability, CellTiter-Glo ATP luminescence, 48-72 h | Potency, µM (highest dose often 96.7 µM), for the others: top-dose activity change, negative = cytotoxicity, usual class: inhibitors; also: potency is read from the fitted curve at half-maximal effect; nearly all actives have a fitted effect of over 55% in size
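NIH 3T3 cells at 400 cells/well received 23 nL of compound by pintool and were incubated 48 or 72 h at 37 °C. Viability was read as ATP-coupled CellTiter-Glo luminescence.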
Luciferase inh: Firefly luciferase inhibition profiling of diverse chemical library using quantitative high-throughput screening; Luciferin 4-monooxygenase (Photinus pyralis), P08659; purified P. pyralis luciferase, luminescence, biochemical; Potency, µM (titrated, usually from 115 µM), without a hit: top-dose activity change, negative = inhibition, actives largely listed as inhibitors; 76,000 compounds, 2.5% hits; AID 1347043, 2019; also: potency is read from the fitted curve at half-maximal effect; nearly all actives have a fitted effect of over 65% in size
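Luminescence read by CCD imager after adding enzyme (10nM final) to wells holding compound, titrated in qHTS. Substrates 10uM each D-luciferin and ATP; buffer 50mM Tris acetate pH 7.5, 10mM Mg acetate, Tween-20, BSA.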
HEK cytotox: Cytotoxic Profiling in HEK 293 Cell Line of Diverse Libraries Using Quantitative High-Throughput Screening. 94,000 compounds, 6.6% hits. HEK 293 viability, ATP luminescence (CellTiter-Glo), 48-72 h. Potency, µM (doses to about 115 µM), inactives show at the highest dose activity change, negative = cytotoxicity, most hits filed as inhibitors; also: potency is read from the fitted curve at half-maximal effect; nearly all actives have a fitted effect of over 60% in size
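Cytotoxicity was scored by loss of ATP-coupled luminescence (CellTiter-Glo) in HEK 293 cells. Compound treatment ran 48 or 72 hr at 37 degree Celsius, 5% CO2, 95% humidity.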
SNCA expr inhib: Primary qHTS assay for inhibitors of alpha-synuclein gene (SNCA) expression; HEK-293 SNCA-luciferase knock-in, luminescence, 24 h; Potency, µM (top dose mostly 57.2 µM), for inactives: at the highest dose activity change, negative = inhibition, most hits filed as inhibitors; 140,000 compounds, 0.17% hits;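 also: potency is read from the fitted curve at half-maximal effect; plate controls were DMSO cells for no effect and cell-free wells for full effect; nearly all actives have a fitted effect of over 45% in size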
IP6K1 inh: Primary qHTS assay for small molecule inhibitors of Inositol hexaphosphate kinase 1 (IP6K1) | 140,000 compounds, 0.81% hits | activity change, % (series mostly up to about 58 µM) | IP6K1 kinase, ADP-Glo luminescence, 2 h; active compounds read low; in the data active = activity change below about -25%
Target sequence (Q92551 whole entry, looked up): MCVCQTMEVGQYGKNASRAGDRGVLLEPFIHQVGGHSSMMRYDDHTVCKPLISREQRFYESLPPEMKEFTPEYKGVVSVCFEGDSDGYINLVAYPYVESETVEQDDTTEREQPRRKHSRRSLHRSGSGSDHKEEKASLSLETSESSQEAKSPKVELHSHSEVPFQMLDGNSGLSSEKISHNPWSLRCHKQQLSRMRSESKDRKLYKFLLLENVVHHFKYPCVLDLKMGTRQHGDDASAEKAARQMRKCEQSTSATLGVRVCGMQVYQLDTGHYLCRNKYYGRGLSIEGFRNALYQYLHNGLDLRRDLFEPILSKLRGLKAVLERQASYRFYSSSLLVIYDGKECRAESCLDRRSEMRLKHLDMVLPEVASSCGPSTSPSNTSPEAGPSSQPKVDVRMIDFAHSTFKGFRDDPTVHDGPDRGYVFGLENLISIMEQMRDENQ
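ADP-Glo luminescence measures ADP made by human IP6K1 during a 2 h RT reaction with ATP/IP6 (mix at 1.3 mM/130 uM); top library doses 57.5 and 19.1 uM final.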
HEK293 viab: GF-AFC viability counterscreen for inhibitors of alpha-synuclein gene (SNCA) expression | HEK-293-SNCA-luc viability, GF-AFC fluorescence, 24 h | Potency, µM (highest dose often 57.1 µM), for the others: top-dose activity change, negative = cytotoxicity, actives largely listed as cytotoxic | 150,000 compounds, 0.12% hits;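 also: potency is read from the fitted curve at half-maximal effect; 0% = DMSO-treated cells and -100% = medium-only wells without cells; nearly all actives have a fitted effect of over 30% in size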
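HEK-293-SNCA-luc cells (1500/well) plated 24 h, then exposed 24 h to a dilution series; GF-AFC added 30 min at 37C, fluorescence 405/540 nm; normalised to medium-only and DMSO wells, Hill fit.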
GPT2 inh: Primary qHTS assay for inhibitors of Glutamate pyruvate transaminase 2 (GPT2); Alanine aminotransferase 2 (Homo sapiens), Q8TD30; Recombinant GPT2, coupled pyruvate oxidase/HRP Amplex Red fluorescence; Potency, µM (top dose mostly 57.7 µM), without a hit: at the highest dose activity change, negative = inhibition, most hits filed as inhibitors; 100,000 compounds, 0.25% hits; AID 1671188, 2021; also: potency is read from the fitted curve at half-maximal effect; nearly all actives have a fitted effect of over 60% in size; many of its hits are not listed in these tables
Target sequence (Q8TD30 whole entry, looked up): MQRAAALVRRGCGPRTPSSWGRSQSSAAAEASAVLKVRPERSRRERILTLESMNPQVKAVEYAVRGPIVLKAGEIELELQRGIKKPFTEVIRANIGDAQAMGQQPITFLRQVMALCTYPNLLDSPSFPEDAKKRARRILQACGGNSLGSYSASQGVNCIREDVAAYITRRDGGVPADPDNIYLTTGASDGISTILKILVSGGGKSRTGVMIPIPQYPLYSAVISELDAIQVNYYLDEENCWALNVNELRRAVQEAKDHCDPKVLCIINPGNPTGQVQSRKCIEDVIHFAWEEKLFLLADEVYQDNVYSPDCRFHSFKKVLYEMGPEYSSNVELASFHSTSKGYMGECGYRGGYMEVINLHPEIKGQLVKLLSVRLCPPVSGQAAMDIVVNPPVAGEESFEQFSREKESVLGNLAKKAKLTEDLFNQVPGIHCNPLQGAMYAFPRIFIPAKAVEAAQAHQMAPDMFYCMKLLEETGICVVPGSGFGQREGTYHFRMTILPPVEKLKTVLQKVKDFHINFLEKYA
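GPT2 10ng/uL, a-KG 250uM, L-Ala 2mM, HEPES pH7.5 + 0.0001% Tween; 30 min RT. Then Amplex mix (PO/HRP/ThPP), 30 min RT dark, fluorescence. AOA 50uM used as positive control.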
Starred values were filed as active, the others as inactive; i = inactive; u = inconclusive; x = no result given; & = joins results of further samples; ! = not active in a repeat; [ ] = remark or other dose. Unless noted, calls follow the shape of the dose curve; as a rule, active = well fitted curve in the direction sought with a large enough effect; inconclusive = small, poorly fitted or top-dose-only effect, or another doubt; inactive = no such curve, though single readings can be large; an effect the other way counts as inactive or inconclusive. Unless noted, % is scaled to controls: 0 for no effect and ±100 for the full control effect.

Abbreviations – A = NIH3T3 tox; B = Luciferase inh; C = HEK cytotox; D = SNCA expr inhib; E = IP6K1 inh; F = HEK293 viab; G = GPT2 inh
CCOC(=O)[C@H]1C[C@]2(CCCCN(CCOC)C2=O)N(C(=O)CC(C)C)[C@H]1c1ccco1
  A: -25% | B: x | C: u | D: x | E: -5 | F: x | G: x

COC1C(=O)N(CC2CC2)C12CCN(S(=O)(=O)c1cccc3cccnc13)CC2 (stereo unspecified)
  A: u | B: -5% | C: -5% | D: 2% | E: -6 | F: -1% | G: 0%

CCCn1ncc(NC(=O)c2cccc(CN3CCC[C@@H]3COC)c2)n1
  A: -8% | B: u | C: -12% | D: 2% | E: 4 | F: -2% | G: i

C#Cc1cccc(C(=O)N2CCC(Cc3ccc(Cl)cc3)(C(=O)OCC)CC2)c1
  A: 20µM* | B: -6% | C: u | D: -6% | E: 2 | F: 6% | G: -14%

O=C(Cn1cccc1-c1nc(-c2ccc(F)cc2)no1)NCc1ccc2c(c1)OCO2
  A: -10% | B: -4% | C: -2% | D: 4% | E: 2 | F: 4% | G: 3%

O=C(c1ccccc1F)N1CCC12Cc1ccccc1NC2=O (stereo unspecified)
  A: -11%[138 µM] | B: 3%[172 µM] | C: -25%[172 µM] | D: -7%[87.6 µM] | E: -6 | F: 4%[87.6 µM] | G: i

O=C(NCC1(COc2cccnc2)C[C@@H](O)[C@@H](O)C1)C1CCCC1 (stereo partly specified)
  A: -3%[174 µM] | B: -1%[172 µM] | C: -1%[172 µM] | D: -15%[87.6 µM] | E: -8 | F: -1%[87.6 µM] | G: -6%[88.5 µM]

CN(C)c1nc(-c2ccncc2)nc2c1CCN(C(=O)Cc1n[nH]c(=O)[nH]1)C2
  A: -4% | B: 3% | C: -1% | D: -3% | E: -10 | F: 1% | G: -23%

O=C(Cc1ccccc1)Nc1ccc([C@@H](O)[C@H]2COCC(=O)N2Cc2ccncc2)cc1
  A: -15%[138 µM] | B: 3%[172 µM] | C: -1%[172 µM] | D: 5%[87.6 µM] | E: 0 | F: 3%[87.6 µM] | G: -2%[88.5 µM]

COc1ccc(OC)c(NC(=O)Cn2ccn(-c3ccc(OC)c(OC)c3)c(=O)c2=O)c1
  A: x | B: x | C: x | D: -23% | E: -2 | F: -2% | G: x

Cc1ccccc1-c1nc(CN2CCC(C(=O)NCCc3ccccc3)CC2)c(C)o1
  A: x | B: x | C: x | D: 15% | E: 12 | F: 18% | G: x

COc1cc2c(CCNC(C)=O)c[nH]c2cc1Cl
  A: x | B: x | C: x | D: 8% | E: x | F: 5% | G: 4%

O=C1Nc2ccccc2CC12CCN(Cc1cccs1)C2 (stereo unspecified)
  A: -26%[138 µM] | B: -1%[172 µM] | C: u | D: -13%[87.6 µM] | E: 7 | F: 6%[87.6 µM] | G: i

Oc1c(I)cc(I)c2cccnc12
  A: x | B: x | C: x | D: -60%[25.6 µM] | E: 6 | F: -21%[23.9 µM] | G: 4%

CN(Cc1ccccc1)C(=O)c1ccc2c(c1)N(Cc1ccccc1Cl)C(=O)c1ccccc1S2
  A: x | B: x | C: x | D: u | E: 19 | F: -14% | G: x

CCN1CCN(CCNC(=O)c2cc(-c3ccc(C)cc3)cn2C)CC1
  A: u | B: -5% | C: u | D: u | E: 8 | F: -3% | G: u

O=C1NC2(CN(C(=O)c3ccc(C(F)(F)F)cc3)C2)Oc2ccccc21
  A: -21% | B: -2% | C: u | D: -7% | E: -2 | F: 0% | G: i

COc1ccc(-c2ccc3ncn(C4CC4)c(=O)c3n2)cn1
  A: u | B: -15%[172 µM] | C: -13%[172 µM] | D: 54%[activator][87.6 µM] | E: -1 | F: 8%[87.6 µM] | G: -19%[88.5 µM]

CCC(=O)NCC12CCCC=C1NC(=O)CC2 (stereo unspecified)
  A: i | B: 2% | C: -5% | D: 3% | E: -8 | F: -2% | G: i

Cc1nc(CN2CCN(c3cc(C4CC(O)C4)ncn3)CC2)cs1 (stereo unspecified)
  A: -27% | B: 4% | C: -20% | D: -8% | E: -5 | F: 1% | G: -5%

O=C(C1CCN(S(=O)(=O)c2cccs2)CC1)N1CCN(c2cccc(Cl)c2)CC1
  A: x | B: x | C: x | D: 4% | E: 25 | F: -10% | G: x

N#Cc1cccnc1-c1ccc(C(=O)N2CCC(NC(=O)c3ccncc3)CC2)cc1
  A: -27% | B: x | C: -15% | D: -11% | E: 21 | F: -6%[12.5 µM] | G: i

COc1ccc(C(=O)N2CCCC2C(=O)N2CCCC2c2nc3ccncc3[nH]2)cc1 (stereo unspecified)
  A: -3% | B: x | C: 4% | D: -2% | E: 16 | F: -7% | G: i

O=C(O)CC1(CC(=O)N[C@H]2CO[C@H]3[C@@H]2OC[C@@H]3n2nnnc2Oc2ccccc2)CCCC1
  A: 2% | B: -5% | C: -5% | D: -25% | E: -21 | F: 2% | G: -2%

Cc1noc(-c2cn(C3CCN(C(=O)c4ccccc4)CC3)nn2)n1
  A: -12% | B: -2% | C: 5% | D: 0% | E: -1 | F: 4% | G: 0%

CN(C)C(=O)C1CN(C(=O)Nc2ccc(F)c(Cl)c2)CC12CCOCC2 (stereo unspecified)
  A: -11% | B: 2% | C: -1% | D: u | E: -1 | F: -1% | G: 4%

COC(=O)[C@@H](Cc1cccnc1)NC(=O)[C@H]1CN(C(=O)Nc2ccccc2)CCN1S(=O)(=O)c1ccccc1
  A: -34% | B: -8% | C: i | D: -17% | E: -4 | F: 5% | G: u

Cc1ccc(C(=O)N2CCC[C@@H]2C(=O)N2CCC(N3CCOC3=O)CC2)cc1
  A: -7% | B: x | C: -7% | D: 20% | E: -9 | F: 9% | G: 5%

COc1ccc(-c2cc(N3CCCN(C(=O)c4ccc(C)c(C)c4)CC3)n[nH]2)cc1
  A: u | B: -5% | C: 45µM* | D: 4% | E: 1 | F: -21% | G: u

CCc1ccc2oc(C(=O)N(Cc3ccc(N(C)C)cc3)Cc3ccco3)c(C)c2c1
  A: x | B: x | C: x | D: 6% | E: 1 | F: -1% | G: x

Rewritten tab-delimited: part of the list above.
SMILES	NIH3T3 tox	Luciferase inh	HEK cytotox	SNCA expr inhib	IP6K1 inh	HEK293 viab	GPT2 inh
O=C(O)CC1(CC(=O)N[C@H]2CO[C@H]3[C@@H]2OC[C@@H]3n2nnnc2Oc2ccccc2)CCCC1	2%	-5%	-5%	-25%	-21	2%	-2%
Cc1noc(-c2cn(C3CCN(C(=O)c4ccccc4)CC3)nn2)n1	-12%	-2%	5%	0%	-1	4%	0%
CN(C)C(=O)C1CN(C(=O)Nc2ccc(F)c(Cl)c2)CC12CCOCC2 (stereo unspecified)	-11%	2%	-1%	u	-1	-1%	4%
COC(=O)[C@@H](Cc1cccnc1)NC(=O)[C@H]1CN(C(=O)Nc2ccccc2)CCN1S(=O)(=O)c1ccccc1	-34%	-8%	i	-17%	-4	5%	u

Going on with the list.
Abbreviations – A = NIH3T3 tox; B = Luciferase inh; C = HEK cytotox; D = SNCA expr inhib; E = IP6K1 inh; F = HEK293 viab; G = GPT2 inh
CCS(=O)(=O)NCCc1csc2nc(-c3ccc(OC)cc3)nn12
  A: x | B: x | C: x | D: 58%[activator] | E: -20 | F: -16% | G: x

Cc1cc(C)nc(Cn2nc(CC3CCNCC3)n(-c3ccccc3)c2=O)n1
  A: -8% | B: 2% | C: -6% | D: 4% | E: -10 | F: -12% | G: 3%

CC[C@H]1CN(C(=O)c2ccc(F)cc2)CC[C@H]1CC(=O)NC1CC1
  A: -9%[174 µM] | B: 1%[172 µM] | C: 0%[172 µM] | D: -30%[87.6 µM] | E: -1 | F: 3%[87.6 µM] | G: -8%[88.5 µM]

O=c1cc(-c2ccccc2)nc(SCc2nc(-c3ccc(Cl)cc3)no2)[nH]1
  A: x | B: x | C: x | D: -16% | E: -2 | F: -7% | G: x

O=C1[C@H](Cc2ccc(O)cc2)N2C(=O)CCN(C(=O)NCc3ccccc3)[C@H]2CN1Cc1cccc2ccccc12
  A: x | B: x | C: x | D: u | E: x | F: 24µM* | G: i

Cc1ccc2nc(C3CCCN(Cc4cccc(-c5cccnc5)c4)C3)[nH]c(=O)c2c1 (stereo unspecified)
  A: u | B: 3% | C: 32µM*! | D: -16%&-16% | E: 12&-9 | F: -2%&-8% | G: 1%

Cc1nc2c(-c3ccccc3)c(C)nn2c(C)c1CCC(=O)Nc1ccccc1F
  A: x | B: x | C: x | D: -19% | E: 2 | F: -6% | G: x

Cn1c(=O)c2sccc2n2c(CCCC(=O)NCc3ccccc3)nnc12
  A: x | B: x | C: x | D: -2% | E: -5 | F: -14% | G: x

COCCn1c(C)cc(O)c(C(c2ccccc2)N2CCN(c3ccccc3F)CC2)c1=O (stereo unspecified)
  A: x | B: x | C: x | D: 36%[activator] | E: 6 | F: -2% | G: x

O=C(Nc1cccc(Cl)c1)C1CN(C2CCCCC2)C(=O)N1 (stereo unspecified)
  A: u | B: x | C: u | D: -5%[87.6 µM] | E: -5 | F: 5%[12.5 µM] | G: 1%[88.5 µM]

CCOc1cc2[nH]c(=O)n(Cc3ccc(C(=O)NCCN(CC)CC)cc3)c(=O)c2cc1OCC
  A: x | B: x | C: x | D: -15% | E: 4 | F: 8% | G: x

O=C(C1CCCC1)N1CC2(CCCN(Cc3ccccn3)C2)Cc2ccccc21 (stereo unspecified)
  A: u | B: x | C: u | D: -25% | E: -1 | F: -18% | G: 2%

O=C(Cc1ccc(Cl)cc1)Nc1ccc2nn(-c3ccc(Cl)cc3)nc2c1
  A: x | B: x | C: x | D: -22% | E: -5 | F: 6% | G: x

COc1ccc(-c2cnc3[nH]cc(CC(=O)N(C)C)c3c2)cc1
  A: 13µM* | B: 22µM* | C: u | D: 46%[activator][87.6 µM] | E: -20 | F: 6%[87.6 µM] | G: i

COCCN1C(=O)[C@@H]2C[C@@H](CN2C(=O)C2CCOCC2)Oc2ccccc21
  A: u | B: -13%[172 µM] | C: -32%[172 µM] | D: 14%[87.6 µM] | E: 2 | F: -1%[87.6 µM] | G: -16%[88.5 µM]

CCCCC(=O)Oc1ccc2oc(-c3ccc(OC)cc3)cc(=O)c2c1
  A: x | B: x | C: x | D: -3% | E: -15 | F: -10% | G: x

NC1C=CC=C(C(=O)O)C1 (stereo unspecified)
  A: x | B: x | C: x | D: -6% | E: x | F: 8% | G: 1%

COc1ccc(-n2nc(C(=O)Nc3cc(OC)c(OC)c(OC)c3)c(=O)n(C)c2=O)cc1
  A: x | B: x | C: x | D: 15% | E: 21 | F: -4% | G: x

Cn1cc(CN(C(=O)c2ccc3nc(-c4ccccc4)cn3c2)C2CC2)cn1
  A: -5% | B: u | C: u | D: 19% | E: -11 | F: 2% | G: 1%

The list is partial, so the mix of outcomes need not match the whole.
